# Source: PubChem
# MC4R barr agon – human MC4R agonism via beta-arrestin | P32245 | U2OS MC4R beta-arrestin complementation, luminescence; percent of melanotan II response, DMSO zero | activation, % at 8.9 µM | actives 0.98% (n = 360,000) | AID 540308;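 active means activation above a per-plate cutoff, the mean activation of sample wells on that plate plus 3 SD, cut at about 8% in these data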
# Target sequence (P32245 whole entry, looked up): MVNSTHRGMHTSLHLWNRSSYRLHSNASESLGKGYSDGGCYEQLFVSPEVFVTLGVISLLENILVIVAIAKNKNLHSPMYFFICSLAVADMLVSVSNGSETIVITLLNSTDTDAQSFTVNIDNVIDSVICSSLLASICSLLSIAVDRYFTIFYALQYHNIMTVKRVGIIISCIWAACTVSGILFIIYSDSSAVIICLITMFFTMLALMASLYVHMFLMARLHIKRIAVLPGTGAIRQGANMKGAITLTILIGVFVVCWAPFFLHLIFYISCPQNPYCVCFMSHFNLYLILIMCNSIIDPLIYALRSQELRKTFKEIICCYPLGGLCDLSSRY
# Exocytosis inh – lytic granule exocytosis inhibition | TALL-104 LAMP-1 surface exposure, flow cytometry; cells stimulated with thapsigargin and PMA | inhibition, % at 10 µM | actives 0.66% (n = 360,000) | AID 651702;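 active means inhibition above about 55%, limit read from the data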
# ABHD5 PLIN5 PPI – blocks binding of human ABHD5 to perilipin-5 | AID 602281 | Q00G26+Q8WTS1 | inhibition, % at 4 µM | actives 0.78% (n = 360,000) | Split G. princeps luciferase complementation, luminescence, 4 h;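 active means inhibition above the mean inhibition across every tested compound plus 3 SD, cut at about 22% in these data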;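 further: 0% = DMSO only wells and the 100% control is not disclosed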
# MC4R antag cAMP – human MC4R antagonism in cAMP assay; P32245; MC4R-expressing cells, MTII-stimulated cAMP, LANCE TR-FRET; inhibition, % at 6.5 µM; actives 0.48% (n = 360,000); AID 540295;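 active means inhibition above its plate's cutoff, the mean of tested wells on that plate plus 3 SD, cut at about 29% in these data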;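 further: 0% = Melanotan II alone and 100% = Melanotan II plus saturating MCL0020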
#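 Material – human MC4R-expressing U2OS cells · Repeats – no replicates · Detection – TR-FRET with Eu-cAMP and labeled anti-cAMP, 671 nm · Times – compound 30 min, challenge 1 h, detection 1 h · Compound – single nominal compound dose of 6.5 µM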
# N-glyco inh – blocks N-linked glycosylation in D54 reporter cells; D54 ERlucT glycosylation luciferase reporter, 24 h; percent of 100 nM tunicamycin response; reporter increase, % at 12.5 µM; actives 0.23% (n = 360,000);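 active means mean luciferase reporter signal, scaled so untreated is 0 and the glycosylation-blocking control 100, at or above a set limit in every replicate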;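 further: luciferase carries N-glycosylation sites so blocking glycosylation raises the light; 0% = median of neutral control wells and 100% = median of 100 nM tunicamycin wells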
# ABCB6 inh 2 – human ABCB6 transporter inhibition; K562-ABCB6 porphyrin accumulation, flow cytometry, 1 h; stronger effect = lower value; fluorescence ratio to DMSO, % at 10 µM; actives 0.19% (n = 360,000);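 active means fluorescence ratio to DMSO below 75%, the collection mean minus 3 SD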;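 further: signal is porphyrin accumulated inside mitochondria; 100% equals median channel fluorescence of DMSO control wells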
# aDG glyco act – alpha-DG glycosylation activation; actives 0.22% (n = 360,000); activation, % at 10 µM; Pro5-aDG cells, alpha-DG glycosylation AlphaScreen (IIH6); 0% Pro5, 100% B10-LARGE cell signal;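 active means activation of at least 8% versus controls, or a plate z-score of at least 8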;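 further: Pro5 are CHO cells carrying HIG-tagged alpha-DG that lacks glycosylation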
# m5-HT2A agonist – mouse HTR2A agonism via beta-arrestin recruitment | P35363 | CHO-K1 mHTR2A beta-arrestin complementation, luminescence; percent of 30 µM serotonin response | activation, % at 7.6 µM | actives 0.66% (n = 360,000) | AID 624169;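 active means activation above a run cutoff, the mean activation of all tested compounds plus 3 SD, cut at about 14% in these data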;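 further: 0% = plate median of compound wells and 100% = 30 µM serotonin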
# Target sequence (P35363 whole entry, looked up): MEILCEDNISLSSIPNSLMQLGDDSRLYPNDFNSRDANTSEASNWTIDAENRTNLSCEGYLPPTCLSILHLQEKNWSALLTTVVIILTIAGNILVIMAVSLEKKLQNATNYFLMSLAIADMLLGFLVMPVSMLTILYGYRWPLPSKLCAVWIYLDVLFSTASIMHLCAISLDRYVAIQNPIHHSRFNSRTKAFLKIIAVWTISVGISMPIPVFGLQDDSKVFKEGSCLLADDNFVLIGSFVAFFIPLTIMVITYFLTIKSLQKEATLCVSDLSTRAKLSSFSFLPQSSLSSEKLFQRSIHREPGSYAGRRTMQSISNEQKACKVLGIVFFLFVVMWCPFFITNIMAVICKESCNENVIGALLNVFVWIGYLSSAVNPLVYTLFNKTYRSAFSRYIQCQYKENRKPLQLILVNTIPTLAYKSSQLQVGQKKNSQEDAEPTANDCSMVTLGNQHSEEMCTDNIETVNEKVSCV
# H9c2 protect – protects H9c2 cardiomyocytes from peroxide injury | protection from H2O2 cell death, % at 20 µM | H2O2 injury protection, ATPLite, 2 h | actives 0.63% (n = 360,000) | AID 588492;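 active means compounds giving at least 50% protection of heart cells from peroxide-induced death in the single-dose screen, raw or plate-pattern-corrected value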;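 further: 0% = DMSO wells with peroxide and 100% = DMSO wells without peroxide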
# iPSC survival up – increases survival of single human iPS cells; hiPSC single-cell survival, ATPlite luminescence; 100% = ROCK inhibitor wells, 0% = DMSO; survival enhancement, % at 20 µM; actives 0.044% (n = 360,000); AID 602274; in the data active means survival enhancement above about 18%;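 further: cells exposed to compounds for 16 hours before the ATP read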
# * = called active by the depositor; . = no result given. This is a random part of the collection; 4.5% or so of the library scored in one or more.
SMILES,MC4R barr agon,Exocytosis inh,ABHD5 PLIN5 PPI,MC4R antag cAMP,N-glyco inh,ABCB6 inh 2,aDG glyco act,m5-HT2A agonist,H9c2 protect,iPSC survival up
Cc1cc(CNC(=O)COc2cc(F)ccc2[N+](=O)[O-])c2ccccc2n1,-1.9,6.3,-0.4,1.6,3.0,95.0,8.2*,1.0,-15.6,0.4
COc1ccc(C2=NOC(Cn3c(Cc4ccc(Cl)cc4)nc4c3c(=O)n(C)c(=O)n4C)C2)cc1 (stereo not drawn),0.8,5.7,0.4,4.3,-1.5,105.0,0.0,-1.1,24.2,3.6
CC(=O)Nc1cccc(-c2ccnc3c2CC(C)(C(=O)Nc2ccc(Cl)c(C(F)(F)F)c2)O3)c1 (stereo not drawn),-2.5,16.5,-1.2,7.0,-1.9,100.0,0.5,9.1,-1.3,0.5
c1cncc(-c2ccc3ncnc(NCc4cccs4)c3c2)c1,-0.7,-4.0,1.2,-5.9,0.7,95.0,0.5,0.1,2.2,0.7
O=C(CN1CCc2ccccc2C1)Nc1ccc(F)cc1,1.1,1.2,-6.7,0.6,-1.0,99.0,0.0,1.4,2.2,0.2
Cc1cc(C)c2c(c1)OC(=O)CC2c1ccccc1C (stereo not drawn),0.2,-0.2,5.3,-3.6,0.9,103.0,-0.2,-3.0,-3.9,-1.6
Cc1ccc(NC(=S)NCCc2ccccc2)nc1,3.3,2.8,0.5,-4.1,-1.6,92.0,1.9,2.2,-10.9,6.0
O=C1CSC(=S)N1N=Cc1c(F)cccc1Cl,-1.7,8.0,-14.8,-2.8,0.0,99.0,-0.2,-4.5,10.3,2.2
COc1cc2c(cc1NC(=O)CSCC(=O)O)oc1ccccc12,2.0,0.0,0.7,7.9,-0.1,90.0,-0.1,-3.0,2.1,0.5
CCCCc1ccc(NC(=O)C2CCN(S(C)(=O)=O)CC2)cc1,-0.9,-0.8,0.0,-4.5,-1.8,100.0,0.3,-4.7,0.6,0.3
Cc1ccc(-c2ccc(/C=C3\C(=O)ON=C3c3ccccc3)o2)c([N+](=O)[O-])c1,0.6,105.6*,11.7,21.2,8.8,97.0,0.1,4.5,-15.7,-1.7
CC(=O)c1sc2c(c1OC(=O)c1ccc(Cl)cc1)c(=O)n(-c1ccccc1)c(=S)n2-c1ccccc1,-1.9,12.0,2.8,-4.2,0.8,89.0,0.0,4.9,-1.5,-0.9
CC(=O)N1c2ccc(S(=O)(=O)N(C)CC(=O)NC(C)c3ccccc3)cc2CC1C (stereo not drawn),-1.9,-5.1,6.7,1.8,-0.8,106.0,0.2,6.5,-0.1,0.0
Cc1ccccc1OCC(=O)NC(=S)Nc1ccc(N2CCCC2)cc1,6.2,0.0,-8.5,4.2,1.7,101.0,0.1,-4.2,-8.4,0.3
CC(C)(C)c1nc(SCC(=O)Nc2ccc(N3CCOCC3)cc2)c2ccccc2n1,-1.7,-2.1,-3.8,2.8,1.1,90.0,0.6,4.9,-0.1,1.3
CCOc1ccc(NC(=O)NC(=O)N(C(C)C)S(C)(=O)=O)cc1,-0.9,3.7,-0.8,7.4,2.2,96.0,0.0,-0.2,-18.2,-0.1
CC1C2CC(C(S(=O)(=O)N3CCOCC3)C2=O)C1(C)C (stereo not drawn),0.3,-3.7,7.8,18.4,1.3,101.0,0.0,-0.4,2.0,-2.9
Cc1cccc(-c2cc3nc4c(c(N5CCCC(O)C5)n3n2)CCC4)c1 (stereo not drawn),-1.9,-1.7,-1.8,-0.4,-2.5,98.0,0.0,-5.9,27.0,2.7
CCN(CC)C1=CC(=O)OC12CCCCC2,-1.4,0.9,-11.0,15.1,-1.4,103.0,0.2,-2.5,-6.8,3.6
CN1CCc2nc(SCCOc3ccccc3)c(C#N)cc2C1,-1.8,-1.6,7.6,-1.1,3.6,112.0,0.0,-7.0,13.8,7.3
CCOC(=O)[C@]12CCC=C1N(Cc1ccc(Cl)cc1Cl)C(=O)[C@H](CC(=O)NCc1cccc(C(F)(F)F)c1)C2,.,33.7,25.5*,.,.,83.0,-0.1,-5.7,.,-0.1
O=C(Cn1cnc2c(OCc3ccccc3)ncnc21)NCCCN1CCCC1=O,-0.6,1.5,3.1,7.8,1.9,97.0,0.0,-1.8,18.5,3.1
CN(C)CC1CCC/C(=C\c2ccc(OC(=O)c3ccc(Cl)cc3)cc2)C1=O (stereo not drawn),-2.1,2.0,5.0,-3.6,-11.8,98.0,0.1,-5.1,-17.4,-2.1
Cc1cccc(OC(C)C(=O)Nc2ccccc2C(=O)N2CCCCC2)c1 (stereo not drawn),-2.2,-2.1,5.3,-1.8,-1.1,94.0,-0.1,-1.7,3.8,-0.1
O=C(CN1C(=O)NC2(CCCCCCC2)C1=O)Nc1cccc(Br)c1,-3.2,-0.5,-14.8,-9.5,7.6,89.0,0.3,-11.4,-0.5,-0.2
CC(=O)C(=Cc1ccc(-c2ccccc2)cc1)C(=O)c1ccccc1,.,34.2,95.5*,.,.,98.0,-0.4,-7.3,.,-1.8
COc1ccc(-c2[nH]ncc2CN2CCCC(C(=O)c3cccc(OC)c3)C2)cc1 (stereo not drawn),-0.2,-2.1,-4.2,9.1,-0.2,100.0,-0.1,-6.1,-2.7,-1.4
CCOc1cccc2cc(-c3nnc(NCc4ccco4)s3)c(=O)oc12,1.0,-4.3,48.2*,-11.5,.,117.0,0.6,0.9,28.3,-0.2
CCc1c(C)nc2ncnn2c1N1CCC(C(=O)Nc2ccccc2)CC1,-1.2,-2.1,-7.3,9.1,-2.6,95.0,0.3,-1.4,-1.3,2.2
COc1ccc(C)cc1NC(=O)CSc1ccc(-c2sc(C)nc2C)nn1,-2.2,5.7,5.5,5.5,-3.6,90.0,0.6,1.1,-6.5,0.0
O=C(N/N=C/c1cccc(OCc2ccccc2)c1)c1ccc(Br)cc1,17.4*,0.3,9.2,5.2,4.6,102.0,0.1,-6.9,-0.7,-0.8
COc1ccc(CN(C)C(=O)c2ccc3c(=O)n4c(nc3c2)CCC4)c(OC)c1,-3.5,1.4,1.2,9.5,2.2,98.0,-0.2,0.9,-0.3,0.0
COC(=O)[C@@]12CCCCN1[C@H](c1ccc(-c3ccc(F)cc3)cc1)[C@H]1C(=O)N(C)C(=O)[C@H]12,-1.9,-3.0,3.8,8.4,0.5,103.0,0.1,-4.0,-7.3,-2.0
CC1(C(=O)O)CCCN(C(=O)c2ccc(OC(F)F)cc2)C1 (stereo not drawn),0.6,8.5,5.0,2.7,2.4,90.0,-0.3,-1.1,17.0,-0.4
O=C(Nc1ccc(S(=O)(=O)N2CCCCC2c2cccnc2)cc1)c1c(F)cccc1F (stereo not drawn),2.3,-1.0,-2.1,25.6,-2.1,102.0,0.0,-3.4,-3.2,-1.9
Cn1cnnc1SCC(=O)Nc1ncc(C(F)(F)F)cc1Cl,-1.4,-2.0,2.8,5.2,4.3,91.0,0.1,-1.6,8.1,-0.4
CCOC(=O)N1CCC(NC(=O)CS(=O)Cc2nc(-c3ccc(OC)c(OC)c3)oc2C)CC1 (stereo not drawn),-0.8,-3.3,-1.5,5.0,-0.1,97.0,-0.2,3.7,1.2,1.5
Cc1cc(C)n2c(NC3CCCC3)c(-c3cc4ccccc4o3)nc2n1,.,4.2,-6.5,.,.,121.0,0.1,-1.5,.,0.0
COc1ccc(Br)cc1CN1CCN(c2ncccn2)CC1,-0.1,-0.1,-3.5,-3.0,-2.0,98.0,0.1,-0.3,0.5,0.5
CCOC1(OCC)C(c2ccc(Cl)cc2)C(C#N)(C#N)C1(OCC)OCC (stereo not drawn),1.5,2.7,2.8,5.9,-7.0,98.0,0.6,-4.2,-16.8,-0.3
Cc1ccc(C)c(N(C)C(=O)c2cc3c(=O)[nH]c4ccc(C)cc4c3s2)c1,9.1*,4.9,0.1,-31.6,-2.2,96.0,0.0,-1.3,10.9,-0.3
COc1ccccc1CNCC(=O)Nc1ccccc1-n1cccc1,-0.9,-3.6,2.9,4.7,-1.0,99.0,0.8,16.0*,-0.9,-0.5
COc1ccccc1CNC(=O)c1sccc1-c1ccccc1,-0.7,66.5*,1.4,2.4,-4.0,99.0,0.1,-5.2,3.4,-0.2
CCOCCCN1C(=O)C(=O)N(CC(=O)N2c3ccccc3NC(=O)CC2C)C1=O (stereo not drawn),1.2,30.3,0.3,7.6,1.5,98.0,-0.2,7.0,5.2,2.2
CNC(=O)c1ccsc1NC(=O)c1coc2ccccc2c1=O,-0.2,1.0,-3.5,-6.0,1.3,101.0,-0.1,6.8,3.5,0.5
O=C(c1ccc(Cl)c(S(=O)(=O)N2CCCC2)c1)N1CCN(c2ncccn2)CC1,-1.1,-1.0,3.1,6.5,0.6,102.0,-0.2,-3.2,3.5,2.0
Cn1c(N2CCCC2)nc2c1c(=O)n(Cc1ccc(F)cc1)c(=O)n2C,-0.1,4.7,0.6,0.5,0.6,96.0,0.2,-6.2,-2.9,-0.7
COc1ccc(CCNC(=O)C2CC(O)CN2S(=O)(=O)c2ccc(Cl)cc2)cc1OC (stereo not drawn),-0.3,-13.7,-0.4,3.8,1.5,95.0,0.0,0.8,0.6,0.3

# Part of the list above, bar-delimited.
mol | MC4R barr agon | Exocytosis inh | ABHD5 PLIN5 PPI | MC4R antag cAMP | N-glyco inh | ABCB6 inh 2 | aDG glyco act | m5-HT2A agonist | H9c2 protect | iPSC survival up
CCCCc1ccc(NC(=O)C2CCN(S(C)(=O)=O)CC2)cc1 | -0.9 | -0.8 | 0.0 | -4.5 | -1.8 | 100.0 | 0.3 | -4.7 | 0.6 | 0.3
Cc1ccc(-c2ccc(/C=C3\C(=O)ON=C3c3ccccc3)o2)c([N+](=O)[O-])c1 | 0.6 | 105.6* | 11.7 | 21.2 | 8.8 | 97.0 | 0.1 | 4.5 | -15.7 | -1.7
CC(=O)c1sc2c(c1OC(=O)c1ccc(Cl)cc1)c(=O)n(-c1ccccc1)c(=S)n2-c1ccccc1 | -1.9 | 12.0 | 2.8 | -4.2 | 0.8 | 89.0 | 0.0 | 4.9 | -1.5 | -0.9
CC(=O)N1c2ccc(S(=O)(=O)N(C)CC(=O)NC(C)c3ccccc3)cc2CC1C (stereo not drawn) | -1.9 | -5.1 | 6.7 | 1.8 | -0.8 | 106.0 | 0.2 | 6.5 | -0.1 | 0.0
Cc1ccccc1OCC(=O)NC(=S)Nc1ccc(N2CCCC2)cc1 | 6.2 | 0.0 | -8.5 | 4.2 | 1.7 | 101.0 | 0.1 | -4.2 | -8.4 | 0.3
CC(C)(C)c1nc(SCC(=O)Nc2ccc(N3CCOCC3)cc2)c2ccccc2n1 | -1.7 | -2.1 | -3.8 | 2.8 | 1.1 | 90.0 | 0.6 | 4.9 | -0.1 | 1.3

# ABHD5 PLIN5 PPI, entries above that show a hit.
smiles	MC4R barr agon	Exocytosis inh	ABHD5 PLIN5 PPI	MC4R antag cAMP	N-glyco inh	ABCB6 inh 2	aDG glyco act	m5-HT2A agonist
CCOC(=O)[C@]12CCC=C1N(Cc1ccc(Cl)cc1Cl)C(=O)[C@H](CC(=O)NCc1cccc(C(F)(F)F)c1)C2	.	33.7	25.5*	.	.	83.0	-0.1	-5.7
CC(=O)C(=Cc1ccc(-c2ccccc2)cc1)C(=O)c1ccccc1	.	34.2	95.5*	.	.	98.0	-0.4	-7.3
CCOc1cccc2cc(-c3nnc(NCc4ccco4)s3)c(=O)oc12	1.0	-4.3	48.2*	-11.5	.	117.0	0.6	0.9
